MITF inh = human MITF inhibition, primary screen | hit rate 0.91% among 650,000 | AID 1259374 | AlphaScreen MITF homodimerization, bead proximity signal | O75030 | inhibition, % at 2.6 µM; in the data active means inhibition above about 50%;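 further: 0% = vehicle wells with protein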
Target sequence (O75030 whole entry, looked up): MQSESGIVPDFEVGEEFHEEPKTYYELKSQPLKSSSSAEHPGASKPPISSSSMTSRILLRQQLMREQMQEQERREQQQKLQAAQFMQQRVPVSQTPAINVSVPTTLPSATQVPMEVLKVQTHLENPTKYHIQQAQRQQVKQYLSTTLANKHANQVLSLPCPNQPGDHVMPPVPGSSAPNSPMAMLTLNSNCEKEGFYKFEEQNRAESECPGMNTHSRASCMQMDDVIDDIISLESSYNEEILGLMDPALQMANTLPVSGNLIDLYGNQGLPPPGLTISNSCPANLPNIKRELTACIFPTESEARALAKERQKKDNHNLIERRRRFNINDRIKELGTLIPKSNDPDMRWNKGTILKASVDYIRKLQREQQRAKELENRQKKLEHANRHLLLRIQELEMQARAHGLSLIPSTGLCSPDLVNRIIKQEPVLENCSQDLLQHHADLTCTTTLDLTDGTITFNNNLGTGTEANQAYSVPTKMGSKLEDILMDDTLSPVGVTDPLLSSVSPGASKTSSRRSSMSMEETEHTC
GPR151 ag = activators of human GPR151; PathHunter beta-arrestin GPR151 cells, luminescence; activation, % at 11.2 µM; hit rate 1% among 650,000; in the data active means activation above about 4.9%;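 further: 0% = median of compound wells and 100% = cells with positive control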
Target sequence (Q8TDV0 whole entry, looked up): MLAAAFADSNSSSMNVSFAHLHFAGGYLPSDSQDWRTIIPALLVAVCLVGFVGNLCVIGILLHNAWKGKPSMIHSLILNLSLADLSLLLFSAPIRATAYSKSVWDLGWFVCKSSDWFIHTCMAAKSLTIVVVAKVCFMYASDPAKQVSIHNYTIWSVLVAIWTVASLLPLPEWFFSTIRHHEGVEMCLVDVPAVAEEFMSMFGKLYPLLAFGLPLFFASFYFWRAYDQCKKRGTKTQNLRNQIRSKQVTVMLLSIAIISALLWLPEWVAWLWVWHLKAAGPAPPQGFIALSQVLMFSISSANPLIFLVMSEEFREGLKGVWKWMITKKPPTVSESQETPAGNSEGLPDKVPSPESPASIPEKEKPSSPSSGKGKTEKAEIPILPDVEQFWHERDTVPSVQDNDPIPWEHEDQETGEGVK
TEAD-YAP inh = TEAD-YAP interaction inhibition | HEK-TIYL cells, TEAD-Gal4/YAP UAS-luciferase luminescence | inhibition, % at 9.12 µM | hit rate 1.4% among 640,000 | AID 1259422; in the data active means inhibition above about 32%;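 further: 0% = median of test compound wells and 100% = reference inhibitor wells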
FBW7 activator = human FBW7 E3 ligase activation, primary screen; Q969H0; AlphaScreen FBW7–phospho-cyclin E peptide binding, activator screen; normalized activity (activation), % at 26.1 µM; hit rate 0.13% among 650,000; in the data active means normalized activity above about 1.9%;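 further: purified mutant Fbw7 with reduced substrate affinity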
The depositor's hits bear a star; . = not tested or not shown.

Compound	MITF inh	GPR151 ag	TEAD-YAP inh	FBW7 activator
CN1CCN(CCS(=O)(=O)OCC(F)(F)C(F)F)CC1	77*	2.4	0	-0.1
N#CC1=C(N)Oc2n[nH]c(-c3ccccc3)c2C1c1c(F)cccc1Cl (configuration not stated)	5	1.3	14	-0.4
Cc1ccc(N)c(C(=O)O)c1Br	3	-0.4	-2	-0.2
COc1cc(Cl)c(CN2CCN(Cc3ccccc3)C(CCO)C2)cc1OC (configuration not stated)	1	0.2	-3	-0.1
Cc1cc(N2CCOCC2)n2nc(-c3cccc(F)c3)cc2n1	7	-0.1	-9	0.1
CC(C)(C)OC(=O)NC(C(=O)Nc1cnn(-c2cccc(C(=O)Nc3ccc(N4CCOCC4)cc3)c2)c1)c1ccccc1 (configuration not stated)	5	0.0	-6	0.1
COc1ccccc1-n1c(CNC(=O)c2ccccc2F)nnc1SCC(=O)N1N=C(c2cccs2)CC1c1ccc(F)cc1 (configuration not stated)	11	-0.8	18	0.3
O=C(NCc1ccccc1)C(=O)NCC1OCCN1S(=O)(=O)c1ccc(Cl)cc1 (configuration not stated)	10	0.2	8	1.4
Cc1ccc(S(=O)(=O)Nc2ccc(-c3cn4ccccc4n3)cc2)cc1[N+](=O)[O-]	4	1.8	9	0.4
COCCn1nnnc1C(C)N1CCN(c2nc3ccccc3s2)CC1 (configuration not stated)	14	0.5	-3	0.1
NS(=O)(=O)c1cccc(NC(=O)c2sc3ccccc3c2Cl)c1	5	-0.5	-11	-0.1
COc1ccccc1/C=C/CN1CCNC(=O)C1CC(=O)NCCC1=CCCCC1 (configuration not stated)	6	0.3	-7	0.0
CC(=O)Nc1cc(C(=O)NCc2ccco2)ccc1Nc1cccc(Cl)c1	7	-1.1	6	-0.2
O=C1C2C3C=CC(C3)C2C(=O)N1c1cccc(Oc2c(F)c(F)c(Oc3cccc(N4C(=O)C5C6C=CC(C6)C5C4=O)c3)c(F)c2F)c1 (configuration not stated)	19	-0.6	1	0.6
CC(=O)N1CCCc2cc(S(=O)(=O)NC3CCCCCC3)ccc21	-1	0.2	-4	-0.1
CCCn1cc(CN2CCN(Cc3ccccc3)C(CCO)C2)c(C)n1 (configuration not stated)	4	2.8	-6	0.0
O=C(NCc1cnc2ccccn12)c1cc(C(c2ccccc2)c2ccccc2)no1	10	0.4	20	0.0
COc1ccc(-c2ccc(=O)n(CC(=O)Nc3cccc4c3CCCC4)n2)cc1	-11	0.2	-5	0.0
O=C(CCC1COc2ccccc2O1)Nc1ncccc1O (configuration not stated)	-12	1.2	-3	-0.1
COc1ccc(CCNc2nc(-c3ccccc3)nc3nc[nH]c23)cc1	1	0.0	0	-0.1
O=C(CNCC1CCCO1)Nc1ccc(C(=O)N2CCCCC2)cc1 (configuration not stated)	45	-1.2	5	0.3
CCNC(=O)c1c(NC(=O)C(C)Oc2ccccc2F)sc2c1CCCC2 (configuration not stated)	9	2.9	8	0.3
COc1ccc(Br)c(C(=O)Nc2cc3cccc([N+](=O)[O-])c3oc2=O)c1	-3	-1.0	9	0.0
Cc1ccc(O)c(N/C=C/C(=O)C(C)(C)C)c1	-15	0.8	-2	0.2
CCOC(=O)c1c(NC(=O)c2c(F)cccc2F)sc(C(C)=O)c1C	8	0.7	-2	0.1
O=C(Nc1ccc(F)c(F)c1)c1ccccc1[N+](=O)[O-]	-1	1.9	4	0.4
COc1ccccc1CN1CCC2(CCC(CNC(=O)c3ccccc3N(C)C)O2)CC1 (configuration not stated)	-13	0.3	-5	0.1
COc1ccc(N2C(=O)CSC2c2ccccc2[N+](=O)[O-])c(OC)c1 (configuration not stated)	-1	-0.3	6	-0.1
Cc1ccc(S(=O)(=O)NC(=O)NNC(=Nc2ccc(Cl)cc2)C(F)(F)F)cc1	19	-1.3	-5	1.4
COc1ccccc1CN[C@H]1C[C@H]2C(=O)N[C@@H](Cc3ccc(O)cc3)C(=O)N2C1	2	2.0	3	-0.2
COc1ccc(OCC(=O)N(C)C)cc1	-25	4.8	1	0.0
COc1ccc(NC(=O)C2CC2)c(OC)c1	5	-0.2	3	-0.1
CCC1(CC)NC(=O)N(CC(=O)N2CCc3ccccc32)C1=O	4	-1.8	-8	-0.2
CN(C)C(=O)c1ccc(-c2ccc3c(c2)COC2(CCN(C(=O)C4CC4)CC2)O3)cc1	8	-0.4	8	0.2
COc1cc(/C=C2/N=C(C)OC2=O)ccc1OCc1ccccc1	2	-0.5	-5	0.2
O=C1c2cc(OCCN3CCOCC3)ccc2-c2ccc(OCCN3CCOCC3)cc21	6	0.6	-5	-0.1

Other compounds.
SMILES	MITF inh	GPR151 ag	TEAD-YAP inh	FBW7 activator
COc1ccc(C2=NN(C(=O)CCCC(=O)O)C(c3cc4cc(OC)ccc4nc3Cl)C2)cc1 (configuration not stated)	-2	-0.3	5	0.1
CCCSc1nnc(Cn2c(=O)sc3ccccc32)n1CCc1ccccc1	-4	-1.1	-5	-0.1
Cc1ccc(N2C(=O)/C(=C\c3ccc(C)o3)C(=O)NC2=S)cc1	19	-0.4	2	0.0
C=CCn1c(SCC(=O)NCc2ccccc2)nc2c([nH]c3ccccc32)c1=O	3	0.3	13	0.0
COc1cc(OC)nc(CSc2ccc(NC(=O)CCl)cc2)n1	8	-1.3	36*	-0.1
c1csc(-c2nnc(COc3cccc4ccccc34)o2)c1	3	-1.7	-16	-0.1
O=C(NCc1cccs1)c1ccc(Br)s1	2	-0.5	-25	-0.1
Cn1c(=O)cc(N2CCN(c3ccc(F)cc3)CC2)[nH]c1=O	-14	4.7	1	0.0
Cn1c(=O)nc2n(-c3ccc(I)cc3)c3ccccc3cc-2c1=O	-1	0.5	-3	-0.1
CCC1=NN2C(=N)/C(=C/c3cccc(OCCOc4ccc(Br)cc4)c3)C(=O)N=C2S1	-6	-0.8	-76	0.1
Nc1ccc(S(=O)(=O)NC2=NCCCCC2)cc1N	7	-0.7	-11	-0.1
CCOC(=O)C1CCN(C(=O)c2oc3cc4sc(N(C)C)nc4cc3c2C)CC1	-10	2.2	-60	0.0
c1ccc(N2CCC(=NC3=NCCCCC3)N2)cc1	-5	-1.4	0	0.1
CC1(C)CC(=O)C=C(Nc2ccc(Br)cn2)C1	6	-1.3	0	0.0
COC(=O)c1cc(NC(=S)NNC(=O)c2ccncc2)cc(C(=O)OC)c1	6	-1.5	4	0.1
O=C1Nc2ccccc2/C1=N\N=C\c1cccc(Br)c1	12	0.0	19	0.2
CCOc1ccc2[nH]c(=O)c(CN(C(=O)N3CCOCC3)C3CCCCC3)cc2c1	-2	3.7	-1	0.0
COc1ccc(C(=O)C(C)OC(=O)c2cc(OC)c(OC)cc2OC)cc1 (configuration not stated)	-4	-0.7	4	-0.1
c1ccc(Nc2nc3ncnc(NCCN4CCOCC4)c3[nH]2)cc1	0	-0.2	-10	-0.1
CC(=O)/C=C(\NNC(=O)c1cccc(Br)c1)c1ccccc1	6	-1.4	-17	0.6
CC(C)NC(=O)CCc1nc(-c2ccccc2Cl)no1	1	-0.4	-10	-0.1
Cc1ccc(-n2c(SCN3C(=O)c4ccccc4C3=O)nc3c(sc(=S)n3-c3cc(C)ccc3F)c2=O)cc1	-6	-1.2	8	-0.2
O=C(COc1ccc([N+](=O)[O-])cc1)NCCc1ccccc1	-3	-2.2	-2	-0.1
O=C(CNC(=O)c1ccco1)NCC(=O)OCc1ccccc1	0	-0.7	3	0.1
COc1cc2nc(-c3ccc(N4CCOCC4)nc3)nc(NC3CCN(Cc4ccccc4)CC3)c2cc1OC	-5	-1.1	8	-0.1
Cc1nc(N2CCCCC2C)c2c(C)c(C(=O)N3CCN(c4ccccc4)CC3)sc2n1 (configuration not stated)	-16	-0.3	-4	0.0
CCOC(=O)C(C)n1cnc2sc(C)c(C)c2c1=O (configuration not stated)	-1	-1.1	-6	0.0
COc1cccc(NC(=O)c2ccccc2F)c1	-6	-5.9	-19	0.0
COc1cccc(-c2noc(COc3ccccc3OC)n2)c1	2	3.3	-31	0.0
CNc1nc(Cl)nc(Nc2ccccc2)n1	-3	0.2	-37	-0.1

Reprinted from the part before: 3 compounds, followed by the next part.
SMILES	MITF inh	GPR151 ag	TEAD-YAP inh	FBW7 activator
COc1cccc(NC(=O)c2ccccc2F)c1	-6	-5.9	-19	0.0
COc1cccc(-c2noc(COc3ccccc3OC)n2)c1	2	3.3	-31	0.0
CNc1nc(Cl)nc(Nc2ccccc2)n1	-3	0.2	-37	-0.1
N/C(Cc1ccc([N+](=O)[O-])cc1)=N\OC(=O)c1cccc(Br)c1	-15	0.4	7	-0.1
CC1=CC(=O)C=C(C)C1=NS(=O)(=O)c1ccccc1	-1	1.1	-9	-0.1
CC(C)[C@H]1CN(Cc2ccccc2F)CCN1C(=O)c1cccnc1	-14	-0.5	5	0.4
CCOC(=O)c1cnc2ccc(OCC)cc2c1Nc1cc(OC)ccc1OC	2	0.3	-6	-0.1
Cc1cc(C)cc(NC(=O)N[C@H]2C[C@H]3C(=O)N[C@@H](Cc4ccc(Cl)cc4)C(=O)N3C2)c1	-3	-0.6	-1	0.3
C#CCCCO/N=C1\C[C@@H](O)[C@@H](O)[C@@H]2[C@@H]3C(=O)N([C@@H](C)c4ccccc4)C(=O)[C@@H]3CC[C@H]12	14	9.5*	.	0.0
O=C(c1ccc([N+](=O)[O-])o1)N1CCc2ccccc2C1	-8	0.8	23	0.0
COc1cc(C(=O)NC2CCN(CC(=O)Nc3ccccc3F)CC2)cc(OC)c1OC	-1	0.0	-1	-0.1
Cc1c(C(=O)C(=O)N2CCOCC2)c2ccccc2n1C	12	2.3	-2	0.8
COc1cc(C)ccc1S(=O)(=O)NCCn1cnc(-c2ccccc2)cc1=O	0	0.9	3	0.4
CCS(=O)(=O)NCC(c1ccco1)S(=O)(=O)c1ccccc1 (configuration not stated)	0	-0.2	3	-0.1
N#CC1=C(N)N(c2ccc([N+](=O)[O-])cc2)C2=C(C(=O)CCC2)C1c1ccc2c(c1)OCO2 (configuration not stated)	-1	1.6	6	0.3
O=C(CCCN1C(=O)C2C3C=CC(C3)C2C1=O)N1CCN(c2ncccn2)CC1 (configuration not stated)	7	0.5	-7	0.1
Cc1ccc(CN2CCN(C3CCN(C(C)C)CC3)C(CCO)C2)o1 (configuration not stated)	5	1.5	-1	0.0
CCOC(=O)C1(CCOC)CCN(Cc2ccc(C(=O)OC)cc2)CC1	3	-2.3	-15	-0.1

Entries from the list above containing a tert-butyl group (2):
SMILES	MITF inh	GPR151 ag	TEAD-YAP inh	FBW7 activator
CC(C)(C)OC(=O)NC(C(=O)Nc1cnn(-c2cccc(C(=O)Nc3ccc(N4CCOCC4)cc3)c2)c1)c1ccccc1 (configuration not stated)	5	0.0	-6	0.1
Cc1ccc(O)c(N/C=C/C(=O)C(C)(C)C)c1	-15	0.8	-2	0.2

(listing goes on)
SMILES	MITF inh	GPR151 ag	TEAD-YAP inh	FBW7 activator
O=C1c2ccc(Br)cc2C(=O)N1c1ccccc1O	-4	1.5	-4	-0.2
Cc1ccc(-n2nc3c(c2NC(=O)CCc2ccccc2)CSC3)c(C)c1	0	3.1	1	0.0
CC(C)[C@@H]1NC(=O)[C@H]2CN(C(=O)c3ccc(OC(F)(F)F)cc3)CCN2C1=O	5	0.2	-9	0.2
CSc1ccc(CNCCCn2ccnc2)cc1	13	-0.5	4	-0.2
CCC(C)COC(=O)c1ccc(C(=O)O)cc1 (configuration not stated)	9	-8.6	-1	-0.1
CCN(CC)C(=O)CN1CCC(c2ccc(OC)cc2)C(O)C1 (configuration not stated)	6	-0.1	0	0.3
CN1CCCC1CCNc1nc2ccccc2s1 (configuration not stated)	14	0.7	1	0.3
Cc1c(Cl)cccc1NC(=S)NC1CC1	8	1.8	8	0.2
CC(=O)N1CCN(c2cc(C)nc3cc(-c4cccc(F)c4)nn23)CC1	5	-0.2	14	0.1
CCC(Nc1nc(-c2ccccc2)nc2ccccc12)C(=O)O (configuration not stated)	12	-0.5	8	0.2
Cc1ccc2nc(NCc3cccs3)c3nncn3c2c1	3	0.4	-13	0.2
Cc1cc(=O)[nH]c(-n2ncc(C(=O)NCc3ccc(F)cc3)c2C)n1	-6	0.7	5	-0.4
CCOC(=O)c1ccc(OCC2c3cc(OC)c(OC)cc3CCN2C(=O)c2ccc(OCC)cc2)cc1 (configuration not stated)	4	-0.5	3	0.0
CCOc1ccc(CN[C@H]2C[C@@H](C(=O)NCCOC)N(Cc3ccc(Cl)cc3)C2)cc1	3	0.0	-1	-0.2
O=C1Nc2ccc(S(=O)(=O)Nc3ccc(Cl)cc3)c3cccc1c23	8	-1.4	9	-0.1
Cc1cc(N(C)C)nc(N2CCN(S(=O)(=O)c3ccc(-c4ccccc4)cc3)CC2)n1	13	2.4	-1	0.1
O=C(c1cccc([N+](=O)[O-])c1)c1cc2ccccc2o1	7	-0.5	-1	-0.1
O=C(c1cccc(Cl)c1)n1nc(-c2cccnc2)nc1NCc1cccs1	2	1.0	-9	-0.1

Compound activity from PubChem BioAssay.
